High-throughput results: PubChem, several laboratories
CYP2C9 inhib = blocks human cytochrome P450 2C9; P11712; CYP2C9 Supersomes, luciferin-H conversion, luminescence; inhibition, % at 5 µM; 96,000 compounds, 20% hits; AID 777;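 active = blocking of liver enzyme CYP2C9 beyond about 50% at 5 µM, limit read from the data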; note: values of inactives mirror those of a sister screen read the other way
PostGolgi yeast = growth inhibition of a yeast mutant, post-Golgi transport screen | post-Golgi transport phenotypic cell assay | inhibition, % at 10 µM | 98,000 compounds, 0.9% hits; in the data active = inhibition above about 30%;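 note: yeast cells grown in 1536-well plates; yeast grown about 18 h at 30C before absorbance read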
EphB4 ephrin blk = antagonists of human EphB4-ephrin-B2 interaction. EphB4 LBD / TNYL-RAW-Alexa532 peptide, fluorescence polarization. P54760. 97,000 compounds, 0.15% hits. inhibition, % at 7 µM;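 active = inhibition above the screen-wide mean inhibition plus 3 SD, cut at about 15% in these data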;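 note: 0% = DMSO wells and 100% = excess unlabeled TNYL-RAW peptide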
E coli WT exp = growth inhibitors of E. coli BW25113 wild type. 98,000 compounds, 0.15% hits. OD600 absorbance. growth inhibition, % at 100 µM;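 active = growth inhibition above about 50% at one test dose, limit read from the data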;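 note: growth measured after 20 h incubation at 37 °C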
CYP2C19 activ = cytochrome P450 2C19 (human) activation. AID 1025. activation factor at 5 µM. 96,000 tested, under 10 active. recombinant CYP2C19, luciferin-H EGE luminescence; hits give high values; 0 = fully inhibited enzyme, 1 = untreated enzyme. P33261;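 active = activation factor of at least 2 at 5 µM in the primary screen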;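 note: 0 = wells with 2.5 mM tranylcypromine and 1 = vehicle-only wells; values of inactives mirror those of a sister screen read the other way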
PTK2B oligo ant = antagonists of human Pyk2 oligomerization | z-score (the deposit names both 25 µM and 10 µM) | Q293 cells, Pyk2 FERM NanoBiT luminescence; hits give low values | AID 1347419 | Q14289 | 99,000 compounds, 0.83% hits;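 active = Z-score of -3 or lower, scaled per plate to the spread of control and sample wells; inactive = z-score above -3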;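 note: negative z-score means lost luminescence so less FERM oligomerization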
Target sequence (Q14289 whole entry, looked up): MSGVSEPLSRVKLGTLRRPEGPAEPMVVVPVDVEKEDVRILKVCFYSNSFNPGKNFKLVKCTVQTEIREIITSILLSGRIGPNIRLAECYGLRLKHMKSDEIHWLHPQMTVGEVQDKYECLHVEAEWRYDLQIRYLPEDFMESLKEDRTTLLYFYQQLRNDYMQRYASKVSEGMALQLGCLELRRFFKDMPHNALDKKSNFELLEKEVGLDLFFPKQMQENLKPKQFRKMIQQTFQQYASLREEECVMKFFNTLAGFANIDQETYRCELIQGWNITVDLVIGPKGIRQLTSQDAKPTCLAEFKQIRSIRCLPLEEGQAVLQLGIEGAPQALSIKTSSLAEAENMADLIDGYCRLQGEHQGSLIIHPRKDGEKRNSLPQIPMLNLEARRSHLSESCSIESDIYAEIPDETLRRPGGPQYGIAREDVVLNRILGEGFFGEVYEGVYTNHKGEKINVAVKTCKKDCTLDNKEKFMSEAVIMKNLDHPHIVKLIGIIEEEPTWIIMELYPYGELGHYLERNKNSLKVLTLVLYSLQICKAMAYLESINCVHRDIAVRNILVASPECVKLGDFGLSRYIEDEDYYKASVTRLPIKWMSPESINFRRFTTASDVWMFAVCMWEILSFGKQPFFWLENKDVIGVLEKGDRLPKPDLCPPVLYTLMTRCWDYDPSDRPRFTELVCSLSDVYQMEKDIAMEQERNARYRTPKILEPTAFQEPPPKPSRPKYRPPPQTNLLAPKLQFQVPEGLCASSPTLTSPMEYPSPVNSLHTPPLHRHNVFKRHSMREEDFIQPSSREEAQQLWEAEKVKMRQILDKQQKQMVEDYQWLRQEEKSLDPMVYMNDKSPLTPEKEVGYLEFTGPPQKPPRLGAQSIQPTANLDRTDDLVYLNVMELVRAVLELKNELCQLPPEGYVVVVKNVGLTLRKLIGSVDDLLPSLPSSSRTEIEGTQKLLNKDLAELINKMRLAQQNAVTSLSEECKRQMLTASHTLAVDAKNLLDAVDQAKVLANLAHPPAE
CYP2C9 activ = activators of human CYP2C9. P11712. recombinant CYP2C9, luciferin-H conversion, luminescence; hits give high values; factor 1 = untreated enzyme, 0 = blocked. activation factor at 5 µM. 96,000 compounds, 1.4% hits;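 active = activation factor of 2 or more for CYP2C9 at a 5 µM dose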;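 note: 0 = sulfaphenazole-blocked wells and 1 = vehicle-only wells; values of inactives mirror those of a sister screen read the other way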
PLAP activator = activators of human placental alkaline phosphatase | P05187 | purified PLAP enzyme, luminescent substrate read-out; hits give high values | activation fold at 20 µM | 96,000 compounds, 1.2% hits; in the data active = activation fold above about 2
CYP2C19 inhib = blocks human cytochrome P450 2C19; P33261; CYP2C19 Supersomes, luciferin-H EGE luminescence, 30 min; inhibition, % at 5 µM; 96,000 compounds, 21% hits;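 active = CYP2C19 inhibition above a set limit at 5 µM in the primary screen, cut at about 50% in these data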;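 note: plate controls were negative control wells for no effect and 2.5 mM tranylcypromine positive control for full effect; values of inactives mirror those of a sister screen read the other way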
Active calls of the source: *; . = no result given.

SMILES	CYP2C9 inhib	PostGolgi yeast	EphB4 ephrin blk	E coli WT exp	CYP2C19 activ	PTK2B oligo ant	CYP2C9 activ	PLAP activator	CYP2C19 inhib
Brc1cnc(N2CCCCC2)nc1N1CCOCC1	18	-1	2	-7	0.8	0.16	0.8	0.9	19
Cc1noc(C)c1COc1ccc(C(=O)OCC(=O)N2CC3(C)CC2CC(C)(C)C3)cc1 (stereo not drawn)	53*	-1	-2	-6	0.4	1.1	0.5	1.6	64*
C/C(=N\NC(=O)c1ccccc1C)c1cccc([N+](=O)[O-])c1	13	0	-3	-4	0.6	0.76	0.9	0.8	39
COCn1c(-c2ccccc2)nc2ccccc21	18	19	3	9	0.7	0.61	0.8	0.8	27
CC(=O)c1c(N2CCN(Cc3ccccc3)CC2)[nH]c(-c2ccccc2)nc1=S	47	3	0	-5	1	-0.58	0.5	1.6	4
C=CCn1c(-c2ccc(OC)cc2)nc2ccccc21	76*	-6	4	5	0.3	-0.1	0.2	1.3	73*
CN(C)S(=O)(=O)c1ccc(NC(=O)c2ccc(Br)o2)cc1	43	-5	0	2	0.5	-0.51	0.6	0.9	54*
CN(C)c1ccc(C(=O)c2ccccc2)cc1	-9	-1	-2	5	0.1	0.36	1.1	0.8	88*
Nc1nc(-c2ccco2)nc(N2CCCCC2)n1	-17	3	-9	1	1.1	2.4	1.2	1.2	-11
COc1ccc(NCc2nnc(SCC(=O)N3CCCc4ccccc43)o2)cc1	60*	5	-5	0	0.6	-0.16	0.4	0.8	40
Cc1cccc(NC(=O)C2CCN(c3nccc(C)n3)CC2)c1	-44	-3	0	3	0.3	0.83	1.4	0.9	70*
CCOC(=O)c1cnc2ccc(C)cc2c1Sc1ccccc1	49	3	15	9	0.8	-2	0.5	1.3	17
CCOC(=O)C1(C)/C(=N/Nc2cccc(Cl)c2)C(=O)C(=O)N1c1ccccc1 (stereo not drawn)	-5	-7	4	-8	1.1	-1.2	1	1	-6
O=C(CSc1nnnn1C1CCCC1)N1CCN(C(=O)c2ccco2)CC1	9	4	2	1	1	-1	0.9	1	1
CC1CC(C)CN(c2ncc3c(n2)CC(c2ccccc2)CC3=O)C1 (stereo not drawn)	90*	5	0	-11	0.3	0.46	0.1	1.4	74*

Sorted by length of the SMILES (smallest number first): some entries from above
SMILES	CYP2C9 inhib	PostGolgi yeast	EphB4 ephrin blk	E coli WT exp	CYP2C19 activ	PTK2B oligo ant	CYP2C9 activ	PLAP activator	CYP2C19 inhib
COCn1c(-c2ccccc2)nc2ccccc21	18	19	3	9	0.7	0.61	0.8	0.8	27
CN(C)c1ccc(C(=O)c2ccccc2)cc1	-9	-1	-2	5	0.1	0.36	1.1	0.8	88*
CN(C)S(=O)(=O)c1ccc(NC(=O)c2ccc(Br)o2)cc1	43	-5	0	2	0.5	-0.51	0.6	0.9	54*

Other structures
SMILES	CYP2C9 inhib	PostGolgi yeast	EphB4 ephrin blk	E coli WT exp	CYP2C19 activ	PTK2B oligo ant	CYP2C9 activ	PLAP activator	CYP2C19 inhib
CCOc1ccc(OCC)c(NC(=O)C2CCCN(c3ncccn3)C2)c1 (stereo not drawn)	38	-4	1	-7	0.4	-0.6	0.6	1.1	60*
O=C(Nc1cccc(-c2nnn(CC(=O)N3CCc4ccccc4C3)n2)c1)C1CCC1	47	-8	-5	-16	0.2	-0.6	0.5	2.3*	84*
CC(=O)Nc1cccc(-c2csc(Nc3cccc(C)n3)n2)c1	4	-13	-9	0	0.9	-1.8	1	1	6
OC1(c2ccc3ccccc3c2)CCN(Cc2ccccc2)C1 (stereo not drawn)	19	26	-10	17	0.2	-0.2	0.8	1.8	80*
Cc1ccc(C)c(NC(=O)c2nnn(Cc3ccccc3)c2N)c1	20	2	5	-13	0.8	-1.2	0.8	0.9	16
Cc1cccc(/C=C2\CCC(=C3SCCCS3)C2=O)c1	-9	2	9	-2	1	-0.68	1.1	1.1	4
CCN1C(=O)c2cccc3c(S(=O)(=O)Nc4c(C)n(C)n(-c5ccccc5)c4=O)ccc1c23	58*	-12	2	-2	1	1.2	0.4	1.1	0
Cc1cccc(S(=O)(=O)C(C#N)c2nc3ccccc3nc2N2CCCC2)c1 (stereo not drawn)	20	-6	0	6	0.7	-0.2	0.8	1	33
Cc1ccc(S(=O)(=O)NCCCN(C)C)cc1	-14	6	4	2	1.2	-0.18	1.1	1	-23
CCN(CC)CCN1C(=O)C(=O)/C(=C(/O)c2cnn(-c3ccccc3)c2C)C1c1cccnc1 (stereo not drawn)	-15	26	2	-2	1.1	-0.22	1.2	1.5	-13
O=C(NNC(=S)NCc1ccco1)c1ccc(Cl)s1	55*	6	8	16	0.5	0.17	0.4	1.3	46
COCC(C)OC(=O)c1c(N)n(CC(C)C)c2nc3ccccc3nc12 (stereo not drawn)	50	-6	-1	-8	0.8	-0.82	0.5	1.3	17
Cc1ccn(-c2ccc([N+](=O)[O-])cc2)n1	19	3	1	4	0.6	-0.5	0.8	0.9	39
CC(C)OC(=O)CSc1nc2cccnc2n1C1CCCCC1	-28	-9	1	-14	0.8	-0.35	1.3	1.1	24
O=C(NCCc1ccncc1)Nc1ccccc1	.	7	3	31	.	1	.	.	.
CC(C)C(=O)NC(=S)Nc1ccccn1	9	6	1	1	0.9	-0.37	0.9	1	6
Cc1cc(N2CCCCC2)nc2ccc(NC(=O)CCC(=O)NCCC(C)C)cc12	35	0	4	2	0.7	0.32	0.7	2.2*	27
CCOC(=O)c1c(C2COc3ccccc3O2)csc1NC(=O)c1ccccc1 (stereo not drawn)	71*	-4	7	-25	0.8	0.77	0.3	1	17
O=C1Nc2ccccc2OC1CC(=O)N1CCOCC1 (stereo not drawn)	-10	-5	2	8	0.9	.	1.1	1	8
O=C(NCc1cccs1)C1CCC(CNS(=O)(=O)c2cccs2)CC1 (stereo not drawn)	4	0	-1	-2	1	0.18	1	0.9	-2
COc1ccc(CCNC2=C(Cl)C(=O)N(CCc3ccccc3)C2=O)cc1OC	58*	-6	3	-9	0.4	0.49	0.4	0.8	60*
Cc1nn(C(=O)c2cccc([N+](=O)[O-])c2)c(C)c1Sc1ccccc1	9	2	-1	8	0.8	-0.29	0.9	1.2	21
CCN(CCNC(=O)CN1CCN(Cc2ccc(Cl)cc2)C1=O)c1ccccc1	52*	-2	3	2	0.4	0.82	0.5	1.8	57*
Cc1n[nH]c(=O)nc1NCCc1ccccc1	-7	-8	7	4	1	0.83	1.1	0.8	-1
CCCn1c(N)c(N2CCCCC2)c(=O)n(CC(=O)Nc2ccccc2C)c1=O	53*	-18	0	9	0.6	0.11	0.5	1.5	38
CCn1c(=O)cc(SCC(=O)Nc2ccc3c(c2)OCCO3)c2ccccc21	-101	-7	-3	-2	0.4	-2	2*	1.4	61*
Nc1nc2n(n1)C1(CCCCC1)C1=C(CCCC1)N2	-3	15	-4	0	1.1	.	1	2.1*	-9
O=C(c1ccc(F)cc1)C1CCN(C(=O)NCc2ccccc2)CC1	19	-7	-9	5	0.9	0.56	0.8	0.9	7
CCOc1cc(/C=C2/SC(=O)N(CC(=O)N3CCc4ccccc4C3)C2=O)ccc1OCC(=O)O	3	-9	3	-1	1	0.3	1	1.2	1
COc1cc(/C=N/c2oc(-c3ccccc3)cc2C#N)ccc1O	9	15	4	5	1.1	0.08	0.9	1.1	-9

Complete entries, quoted from the list. Order of values: CYP2C9 inhib	PostGolgi yeast	EphB4 ephrin blk	E coli WT exp	CYP2C19 activ	PTK2B oligo ant	CYP2C9 activ	PLAP activator	CYP2C19 inhib
`O=C(c1ccc(F)cc1)C1CCN(C(=O)NCc2ccccc2)CC1` as listed: 19	-7	-9	5	0.9	0.56	0.8	0.9	7
`CCOc1cc(/C=C2/SC(=O)N(CC(=O)N3CCc4ccccc4C3)C2=O)ccc1OCC(=O)O` as listed: 3	-9	3	-1	1	0.3	1	1.2	1
`COc1cc(/C=N/c2oc(-c3ccccc3)cc2C#N)ccc1O` as listed: 9	15	4	5	1.1	0.08	0.9	1.1	-9
`O=C1Nc2ccccc2OC1CC(=O)N1CCOCC1` (stereo not drawn) as listed: -10	-5	2	8	0.9	.	1.1	1	8
`O=C(NCc1cccs1)C1CCC(CNS(=O)(=O)c2cccs2)CC1` (stereo not drawn) as listed: 4	0	-1	-2	1	0.18	1	0.9	-2

Going on with the list.
SMILES	CYP2C9 inhib	PostGolgi yeast	EphB4 ephrin blk	E coli WT exp	CYP2C19 activ	PTK2B oligo ant	CYP2C9 activ	PLAP activator	CYP2C19 inhib
O=C(CN(CCO)c1ccccc1)NC12CC3CC(CC(C3)C1)C2	6	-3	-13	-6	0.6	-0.93	0.9	1.2	37
COc1ccc(Br)cc1C1NC(=O)c2c(sc3c2CCN(C)C3)N1 (stereo not drawn)	-5	.	.	.	0.7	1.3	1.1	1.3	28
CCOc1ccccc1NC(=O)CCN1CCN(S(=O)(=O)c2ccc(Br)cc2)CC1	36	-1	7	1	0.4	-0.15	0.6	1.2	63*
CCC(=O)N1C(C(=O)O)CSC1c1ccc(OC)cc1 (stereo not drawn)	-2	17	-4	-2	1	.	1	0.9	1
Cc1nc(SC(C)C)[nH]c(=O)c1Cc1ccccc1	26	-4	-9	2	0.6	-0.98	0.7	1	39
O=C(CN(Cc1ccccc1)C(=O)c1cc2c(s1)CCC2)NCc1cccs1	75*	1	8	-14	0.8	-1.1	0.2	1	18
CCOC(=O)c1nnn(-c2nonc2N)c1-c1cccs1	4	0	-1	8	0.3	-0.27	1	1	68*
Cc1onc(-c2ccccc2)c1C(=O)Nc1ccccc1C#N	63*	-1	-5	5	0.1	.	0.4	1.1	87*
Cc1ccc(Nc2cnn(C34CC5CC(CC(CC(=O)O)(C5)C3)C4)c(=O)c2Cl)cc1C	0	17	-1	-7	0.9	-0.18	1	1.7	6
O=C1Nc2ccc(Br)cc2/C1=N/N=C/C1=C(N2CCOCC2)C(=C\c2ccccc2)/CC1	85*	3	1	-18	1	-0.28	0.2	.	-2
CC(=O)OC(Cn1nc(C)cc1C)c1ccccc1 (stereo not drawn)	-78	-1	5	7	0.7	-0.02	1.8	1.1	32
CS(=O)(=O)N(CC(=O)NCCSCc1cccc(Cl)c1)c1ccc2c(c1)OCO2	82*	3	2	-4	0.1	0.18	0.2	0.8	88*
CC1CCCN(c2nc3c(c(=O)n(C)c(=O)n3C)n2Cc2ccccc2)C1 (stereo not drawn)	48	.	.	.	0.8	0.37	0.5	1.5	23
COC(=O)c1c(-c2ccco2)csc1NC(=O)C1CC=CCC1C(=O)O (stereo not drawn)	4	0	0	-1	1	-0.36	1	1.1	5
Nc1nc(-c2cccnc2)nc(N2CCCCC2)n1	4	-11	4	1	0.8	-0.18	1	0.9	19
CC(C)(C)c1ccc(C(=O)NNC(=O)Cc2cccc3ccccc23)cc1	58*	-1	3	8	0.8	-0.28	0.4	1.1	17
Cc1ccc(C)c(NC(=O)CCn2nc(C)cc2C)c1	-16	-7	.	6	0.9	1	1.2	1	11
CSCCC(C(=O)Nc1ccc2c(c1)OCO2)N1C(=O)c2ccccc2C1=O (stereo not drawn)	52*	-3	-9	8	0.7	0.88	0.5	0.9	34
COc1ccc(C(C[N+](=O)[O-])c2c(-c3ccccc3)cc3ccccn23)c(OC)c1 (stereo not drawn)	70*	0	4	-16	0.6	-0.7	0.3	1.4	37
CCOC(=O)c1cc2oc(C(c3nnnn3C3CCCCC3)N3CCOCC3)cc2[nH]1 (stereo not drawn)	.	-1	4	-8	.	0.79	.	.	.
